HEK293 viab – GF-AFC viability counterscreen for inhibitors of alpha-synuclein gene (SNCA) expression; Potency, µM (titrated, usually from 57.1 µM), for the others: top-dose activity change, negative = cytotoxicity, usual class: cytotoxic; HEK-293-SNCA-luc viability, GF-AFC fluorescence, 24 h; hit rate 0.12% among 150,000;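 note: potency is the fitted concentration of half-maximal effect; 0% = DMSO-treated cells and -100% = medium-only wells without cells; nearly all actives have a fitted effect of over 30% in size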
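HEK-293-SNCA-luc cells (1500/well) plated 24 h, then exposed 24 h to a dilution series; GF-AFC added 30 min at 37C, fluorescence 405/540 nm; normalised to medium-only and DMSO wells, Hill fit.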
GPT2 inh – Primary qHTS assay for inhibitors of Glutamate pyruvate transaminase 2 (GPT2) | Recombinant GPT2, coupled pyruvate oxidase/HRP Amplex Red fluorescence | Potency, µM (series often up to 57.7 µM), for inactives: top-dose activity change, negative = inhibition, usual class: inhibitors | hit rate 0.25% among 100,000; note: potency is the fitted concentration of half-maximal effect; nearly all actives have a fitted effect of over 60% in size; many of its hits are not listed in these tables
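Fluorescence read-out: pyruvate from GPT2 turnover coupled to pyruvate oxidase, HRP and Amplex Red (0.2mM ThPP, 0.2U/mL PO and HRP, 50uM Amplex final). Substrates 250uM a-KG, 2mM L-alanine; enzyme 10ng/uL; 30 min RT.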
HEK293 tox – Cytotoxic Profiling in HEK 293 Cell Line of Diverse Libraries Using Quantitative High-Throughput Screening; HEK 293 viability, ATP luminescence (CellTiter-Glo), 48-72 h; Potency, µM (top dose mostly 115 µM), for the others: top-dose activity change, negative = cytotoxicity, hits mostly inhibitors; hit rate 6.6% among 94,000; note: potency is the fitted concentration of half-maximal effect; nearly all actives have a fitted effect of over 60% in size
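Cytotoxicity was scored by loss of ATP-coupled luminescence (CellTiter-Glo) in HEK 293 cells. Compound treatment ran 48 or 72 hr at 37 degree Celsius, 5% CO2, 95% humidity.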
IP6K1 inh – Primary qHTS assay for small molecule inhibitors of Inositol hexaphosphate kinase 1 (IP6K1) | activity change, % (series mostly up to about 58 µM) | hit rate 0.81% among 140,000 | Inositol hexakisphosphate kinase 1 (Homo sapiens), Q92551 | AID 1645851, 2021 | IP6K1 kinase, ADP-Glo luminescence, 2 h; hits give low values; in the data active = activity change below about -25%
Target sequence (Q92551 whole entry, looked up): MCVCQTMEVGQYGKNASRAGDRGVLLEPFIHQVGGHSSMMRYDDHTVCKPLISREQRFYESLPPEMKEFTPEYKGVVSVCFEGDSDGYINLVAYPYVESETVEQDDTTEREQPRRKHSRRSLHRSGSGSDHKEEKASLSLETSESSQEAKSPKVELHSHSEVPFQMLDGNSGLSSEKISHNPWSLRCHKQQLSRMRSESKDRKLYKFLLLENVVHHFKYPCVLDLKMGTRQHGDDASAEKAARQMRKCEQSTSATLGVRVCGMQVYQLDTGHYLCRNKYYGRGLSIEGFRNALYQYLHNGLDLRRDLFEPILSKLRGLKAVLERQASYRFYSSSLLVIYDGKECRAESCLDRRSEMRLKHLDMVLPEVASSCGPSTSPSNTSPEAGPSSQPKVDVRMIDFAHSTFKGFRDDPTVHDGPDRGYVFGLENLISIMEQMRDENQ
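ADP-Glo luminescence measures ADP made by human IP6K1 during a 2 h RT reaction with ATP/IP6 (mix at 1.3 mM/130 uM); top library doses 57.5 and 19.1 uM final.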
Luciferase inh – Firefly luciferase inhibition profiling of diverse chemical library using quantitative high-throughput screening; Luciferin 4-monooxygenase (Photinus pyralis), P08659; purified P. pyralis luciferase, luminescence, biochemical; Potency, µM (doses to about 115 µM), for the others: at the top dose activity change, negative = inhibition, hits mostly inhibitors; hit rate 2.5% among 76,000; AID 1347043, 2019; note: potency is the fitted concentration of half-maximal effect; nearly all actives have a fitted effect of over 65% in size
Target sequence (P08659 whole entry, looked up): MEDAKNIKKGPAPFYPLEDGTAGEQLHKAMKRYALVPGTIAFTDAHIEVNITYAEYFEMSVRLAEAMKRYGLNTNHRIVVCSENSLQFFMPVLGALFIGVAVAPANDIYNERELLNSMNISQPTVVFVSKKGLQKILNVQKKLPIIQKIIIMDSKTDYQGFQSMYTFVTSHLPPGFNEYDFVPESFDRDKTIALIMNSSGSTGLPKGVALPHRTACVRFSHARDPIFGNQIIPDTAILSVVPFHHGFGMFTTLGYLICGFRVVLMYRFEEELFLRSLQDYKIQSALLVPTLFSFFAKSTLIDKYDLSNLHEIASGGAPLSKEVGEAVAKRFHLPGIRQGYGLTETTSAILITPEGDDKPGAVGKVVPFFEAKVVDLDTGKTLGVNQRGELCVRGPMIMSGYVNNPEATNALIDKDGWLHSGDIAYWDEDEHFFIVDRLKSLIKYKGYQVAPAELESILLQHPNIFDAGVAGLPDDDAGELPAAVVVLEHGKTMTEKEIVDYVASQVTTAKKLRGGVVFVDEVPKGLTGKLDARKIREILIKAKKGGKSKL
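Biochemical qHTS: compound (6-point titration) added to 10uM D-luciferin plus 10uM ATP in Tris acetate pH 7.5 buffer with Mg, Tween-20 and BSA, then purified enzyme at 10nM; light output imaged.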
SNCA expr inhib – Primary qHTS assay for inhibitors of alpha-synuclein gene (SNCA) expression; HEK-293 SNCA-luciferase knock-in, luminescence, 24 h; hit rate 0.17% among 140,000; AID 1671194, 2021; Potency, µM (highest dose often 57.2 µM), for the others: top-dose activity change, negative = inhibition, actives largely listed as inhibitors;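 note: potency is the fitted concentration of half-maximal effect; plate controls were DMSO cells for no effect and cell-free wells for full effect; nearly all actives have a fitted effect of over 45% in size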
3T3 cytotox – Cytotoxic Profiling in NIH 3T3 Cell Line of Diverse Libraries Using Quantitative High-Throughput Screening; Potency, µM (top dose mostly 96.7 µM), for inactives: at the highest dose activity change, negative = cytotoxicity, most hits filed as inhibitors; AID 1345082, 2018; hit rate 4.3% among 94,000; NIH 3T3 viability, CellTiter-Glo ATP luminescence, 48-72 h; note: potency is the fitted concentration of half-maximal effect; nearly all actives have a fitted effect of over 55% in size
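ATP-dependent luminescence (CellTiter-Glo) served as the viability signal for NIH 3T3 cells treated with compound for 48 or 72 hr at 37 °C.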
Starred values were filed as active, the others as inactive; i = inactive; u = inconclusive; x = no result given; [ ] = dose if it differs, or a comment. Unless noted, calls come from the whole dose curve; as a rule, active = well fitted curve in the direction sought with a large enough effect; inconclusive = small, poorly fitted or top-dose-only effect, or another doubt; inactive = no such curve, though single readings can be large; an effect the other way counts as inactive or inconclusive. Unless noted, % is set by controls: 0 for no effect and ±100 for the full control effect.

SMILES	HEK293 viab	GPT2 inh	HEK293 tox	IP6K1 inh	Luciferase inh	SNCA expr inhib	3T3 cytotox
COc1cc(NS(=O)(=O)c2ccc(NC(=O)c3cccc(F)c3)cc2)nc(OC)n1	27%	x	x	-4	x	21%	x
O=C1CC2(CCN(C(=O)[C@@H]3CCCN3)CC2)CN1Cc1ccc(F)c(F)c1	-16%	i	-13%	6	-6%	3%	-14%
CC(C)Oc1cccc(-c2nnc(CCC(=O)NCCOc3ccccc3)c(=O)[nH]2)c1	3%	-8%	-9%	-8	-2%	-7%	0%
CCOc1ccccc1NC(=O)Cn1c(=O)n(Cc2cccs2)c(=O)c2cccnc21	10%	x	x	13	x	41%[activator]	x
COc1ccccc1N1CCCc2ncc(C(=O)Nc3ccccc3C)cc21	3%[87.6 µM]	2%[88.5 µM]	u	6	-16%[172 µM]	-10%[87.6 µM]	u
O=C(CCC1N=C2c3ccccc3N=C(SCC(=O)Nc3ccc(F)cc3)N2C1=O)NCc1cccs1 (centres undefined)	9%	x	x	-12	x	-10%	x
O=C(N[C@@H]1CCC[C@@H]1C(=O)N1CCSCC1)c1ccncc1	3%	-8%	-4%	3	3%	-26%	i
Oc1ccc(Cl)cc1Nc1nc2ccccc2n2cnnc12	-7%	x	x	13	x	39%[activator]	x
Cc1sc2ncnc(N3CCC(NC[C@@H]4C[C@H](F)CN4)CC3)c2c1C	-11%	2%[11.5 µM]	-21%	8	1%	-19%	-20%
CN(Cc1cc(=O)c2cc(C(N)=O)ccc2[nH]1)Cc1n[nH]c2c1CCCCC2	-3%	u	-2%	18	2%	20%	-12%
COc1ccc(CNC(=O)Cn2nc(N3CCN(c4ccccc4)CC3)ccc2=O)c(OC)c1	-5%	x	x	38	x	-18%	x
CC1CCN(C(=O)Cn2cc(SCC(=O)NCc3ccccc3)c3ccccc32)CC1	u	x	x	0	x	-9%	x
COc1cccc(CN(Cc2cccnc2)C(=O)C2CNCCO2)c1OC (centres undefined)	-11%	i	-2%	-11	3%	-5%	1%
Cc1ccccc1CNC(=O)c1cccc(NC(=O)N2CCSc3ncccc32)c1	-2%	x	x	-12	x	-20%	x
COc1ccc(Oc2nc3c(c(=O)n(C)c(=O)n3C)n2Cc2ccccc2Cl)cc1	-5%	x	x	-8	x	37%[activator]	x
O=C(N[C@@H]1CN(CC2CC2)C[C@H]1CO)c1ccccc1	-2%	-6%	-9%	-2	1%	1%	-5%
CNC(=O)c1cccn2nccc12	1%[87.6 µM]	-8%[88.5 µM]	-9%[230 µM]	4	2%[230 µM]	-14%[87.6 µM]	i
COc1ccc(-c2cc(C(=O)NC3CC3)c3c(C4CCNC4)nn(C)c3n2)cc1 (centres undefined)	-10%	4%	u	-2	x	-13%	u
O=C([C@H]1C[C@@H](F)CN1S(=O)(=O)c1cccc(C(F)(F)F)c1)N1CCOCC1	3%	i	-4%	-4	7%	4%	2%
O=C(NC1CC(=O)N(CCCc2ccccc2)C1)c1ccc2c(c1)OCO2 (centres undefined)	-9%	1%	-15%	-5	-4%	u	-25%
CCN(CC)C(=O)N1CCCN(C(=O)C2CC2)C(c2ccccc2)CC(=O)NCC1 (centres undefined)	-8%	1%	-1%	17	-4%	4%	-14%
COCCn1ncc(N2CCC(NC(=O)C(C)C)CC2)cc1=O	4%	i	i	9	-11%	33%[activator]	4%
COc1cccc(-n2c(SCC(=O)N3CCCCC3)nc3c([nH]c4ccccc43)c2=O)c1	7%	x	x	-19	x	7%	x
COCC(=O)N1CCN(C(=O)c2cccnc2)[C@@H](C(=O)N[C@H]2CCCNC2=O)C1	6%[87.6 µM]	2%[88.5 µM]	-11%[172 µM]	-7	-12%[172 µM]	-12%[87.6 µM]	-18%[174 µM]
C[S+](=O)([O-])N1Cc2ccccc2CC2(CCCN(Cc3cccnc3)C2)C1 (centres undefined)	4%	0%	-14%	1	x	22%	-2%
Next part.
SMILES	HEK293 viab	GPT2 inh	HEK293 tox	IP6K1 inh	Luciferase inh	SNCA expr inhib	3T3 cytotox
COc1ncc(-c2cc(C(=O)NCc3cnn(C)c3)c3c(c2)N(C)CCO3)cn1	-1%[87.6 µM]	4%[88.5 µM]	-1%[172 µM]	-18	-1%[172 µM]	-4%[87.6 µM]	u
CCc1cccc(C)c1Nc1c(-c2cccc(O)c2)nc2cnccn12	u	x	x	11	x	39%[activator]	x
CS(=O)(=O)N1CCC(OC2CCN(C(=O)Nc3cccc(C(F)(F)F)c3)CC2)CC1	1%	i	u	0	4%	-7%	-25%
Cc1nn2c(=O)cc(COC(=O)c3ccccc3NC(=O)C(C)Oc3ccccc3)nc2s1 (centres undefined)	3%	x	x	-4	x	13%	x
CN(C(=O)c1c[nH]c2ccc(S(=O)(=O)Nc3cccc(C(F)(F)F)c3)cc2c1=O)C1CCCCC1	-2%	x	x	-11	x	u	x
Cc1noc(C)c1-c1cc(-c2ccccc2O)cn2cncc12	2%[87.6 µM]	-2%[88.5 µM]	50µM*	-6	-13%[172 µM]	-12%[87.6 µM]	25µM*
COc1ccccc1CN1CCc2c(n(CCOc3ccccc3)n(-c3ccccc3)c2=O)C1	-9%	3%	u	5	-1%	-22%	u
CCOc1ccccc1NC(=O)c1nc(S(=O)(=O)Cc2cccc(C)c2)ncc1Cl	-3%	x	x	-14	x	6%	x
COc1ccc(C(=O)N2CCCC(c3nc(-c4ccccc4)no3)CCNC(=O)CC2)cn1 (centres undefined)	-6%	2%	-24%	9	0%	7%	-13%
CS(=O)(=O)N1CCN2C(=O)N(Cc3cccnc3)C[C@H]2C1	0%[87.6 µM]	-6%[88.5 µM]	-1%[172 µM]	-4	3%[172 µM]	-9%[87.6 µM]	i
O=C(Nc1ccnn1C1CCN(Cc2ccc(-c3ccccc3)cc2)CC1)C1CC1	-4%	2%	u	-1	-1%	51%[activator]	35µM*
Cc1ccc(C)c(CSC2=NC(C)(C)Nc3ccccc32)c1	14%	x	x	-9	x	-12%	x
O=C(Nc1ccccc1Cl)N1CCC2(CC1)Oc1ccccc1C(=O)N2Cc1ccc(F)cc1	4%	x	x	-6	x	16%	x
C=CCN(Cc1cccc(OCC)c1)C(=O)CC1CNCCO1 (centres undefined)	9%	-23%	-21%	-7	0%	-11%	-22%
Cc1ccc(CNS(=O)(=O)c2cc3c(cc2Cl)NC(=O)CO3)o1	-4%	x	x	18	x	8%	x
O=c1c2nc(NCc3cccs3)ccc2ncn1Cc1ccccc1	-6%[87.6 µM]	1%[88.5 µM]	u	12	5%[172 µM]	19%[87.6 µM]	u
CCn1cc(C(=O)NCCCN2CCC(C)CC2)c(=O)c2cc(S(=O)(=O)N(C)C3CCCCC3)ccc21	-19%	x	x	1	x	-21%	x
Cc1ncccc1C(=O)N1CCC(c2noc(-c3ccccn3)n2)C1 (centres undefined)	-5%	2%	-1%	7	-5%	-11%	i
O=C(c1cnccn1)N1C[C@@H]2OCC(=O)N(Cc3ccccc3)[C@@H]2C1	-5%[87.6 µM]	i	i	8	-1%[172 µM]	-15%[87.6 µM]	0%[174 µM]
O=c1[nH]c2ccccc2n1CCCN1CCN(C(c2ccccc2)c2ccccc2)CC1	12%[23.9 µM]	i	x	0	x	-55%[25.6 µM]	x
COc1ccc(-c2cn3cc(C(=O)NCCc4ccccc4)nc3s2)cc1	-4%	-2%	-11%	0	x	20%	0%
FC(F)(F)c1ccc(O[C@H]2COCCN(c3nc4ccccc4o3)C2)nc1	-1%[87.6 µM]	3%[88.5 µM]	100µM*	2	5%[172 µM]	3%[87.6 µM]	u
CC(=O)N1CCCN(C(=O)C(c2cccc(F)c2)N(C)C)CC1 (centres undefined)	-4%	i[11.5 µM]	0%	-3	0%	-13%	-2%
COc1cccc(-c2cn3c(n2)sc2cc(C(=O)NCCC4=CCCCC4)ccc23)c1	4%	x	x	15	x	189%[activator]	x
CN1CCCCCCN(C(=O)C2CCOCC2)[C@H]2CCC[C@H]2C1=O	-3%	-4%	-1%	6	2%	-22%	-2%

Next section; it opens with the three that closed the last part.
SMILES	HEK293 viab	GPT2 inh	HEK293 tox	IP6K1 inh	Luciferase inh	SNCA expr inhib	3T3 cytotox
CC(=O)N1CCCN(C(=O)C(c2cccc(F)c2)N(C)C)CC1 (centres undefined)	-4%	i[11.5 µM]	0%	-3	0%	-13%	-2%
COc1cccc(-c2cn3c(n2)sc2cc(C(=O)NCCC4=CCCCC4)ccc23)c1	4%	x	x	15	x	189%[activator]	x
CN1CCCCCCN(C(=O)C2CCOCC2)[C@H]2CCC[C@H]2C1=O	-3%	-4%	-1%	6	2%	-22%	-2%
O=C(c1ccoc1)N1CCC(c2noc(CO)n2)C1 (centres undefined)	4%	-30%	i	-11	-9%	4%	-13%
COc1ccccc1CNC(=O)c1ccc(N2CCCC2)c(NC(=O)NCc2ccccc2)c1	-6%	x	x	-11	x	-6%	x
Cc1nc(C)c(C(=O)N2CCCC(c3nn(C)c(=O)n3-c3ccccc3)C2)s1 (centres undefined)	5%	0%	i	16	-6%	-32%	i
Cc1ccc(Cn2c(C(=O)O)c(CNCc3cccs3)c3ccc(C)cc32)cc1	u	x	x	-2	x	-22%	x
O=C(C1CC1)N1CCC2(CCCCO2)CC1	-1%	-9%	-4%	16	0%	43%[activator]	i
CCOc1ccccc1CN1C[C@@H](CO)[C@H](NC(=O)C2CC2)C1	2%	i	-3%	1	6%	58%[activator]	-9%
CCOc1ccccc1NC(=O)N1CCCCCCNC(=O)[C@H]2CCC[C@H]21	u	i	u	3	-7%	1%	-18%
CCc1cccc(OC2CN(C(=O)C3CCCN(CC(N)=O)C3)C2)c1 (centres undefined)	9%	-3%[11.5 µM]	-15%	30	1%	-7%	-7%
Cc1ccccc1C(C(=O)NCc1nc(-c2ncccn2)no1)N(C)C (centres undefined)	-2%	2%	4%	0	-3%	-2%	-10%
Clc1ccc2c(c1)-c1c(cnc3cc(-c4ccccc4)nn13)CO2	15%	x	x	-4	x	17%	x
CC12CN3CC(c4ccccc4)(CN(C1)C3c1ccc(Cl)cc1)C2=O (centres undefined)	3%	x	x	2	x	u	x
COc1ccccc1N1CCN(C(=O)c2nn(C)c3c2CS(=O)(=O)c2ccccc2-3)CC1	9%	x	x	-1	x	2%	x
COc1ccc(CCc2nc3nccc(-c4ccc(OC)cc4)n3n2)cc1	2%	i	u	-11	u	51%[activator]	u
CCc1cc(S(=O)(=O)O)c2cc(C(C)C)cccc1-2	16%	u	x	-3	x	14%[25.6 µM]	x

Bioassay records: PubChem, National Center for Advancing Translational Sciences (NCATS)

These rows are one share of the data; count on the stated rates, not on these rows.
